SKKanGAS inh: SKKanGAS growth inhibition | S. pyogenes SKKanGAS, kanamycin growth, BacTiter-Glo, 6 h | inhibition, % at 7.5 µM | 300,000 compounds, 1.3% hits;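 active = mean replicate score, as percent of positive control median, at least 50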;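 also: strain carries kanamycin resistance gene driven by streptokinase promoter and grows in 40 µg/ml kanamycin; loss of luminescence reflects streptokinase promoter inhibition or plain growth inhibition; 0% = median of DMSO wells and 100% = positive control at its reference dose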
TMEM16A act: activators or potentiators of mouse TMEM16A chloride channel; AID 623877; HEK293 TMEM16A/YFP-H148Q/I152L, iodide quench fluorescence; stronger effect = lower value; 340,000 compounds, 0.3% hits; B-score at 10 µM;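 active = fluorescence-ratio B-score plate-corrected deviation score at least 3 library SD below zero, with starting fluorescence score within 5 deviations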;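 also: channel opened by trigger with iodide after compound preincubation; score built on the fluorescence ratio of max minus min over baseline; more negative score means more quench and so TMEM16A activation or potentiation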
TRPC6 inhibitor: inhibitors of mouse TRPC6 channel. Q61143. HEK293-TRPC6, membrane potential dye, ACh-evoked depolarization; stronger effect = lower value. B-score at 10 µM. 310,000 compounds, 1.1% hits;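 active = B-score under library mean minus 3 SD, initial fluorescence not abnormally high, positive integrated signal ratio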;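 also: B-score derived from integrated fluorescence ratio over the kinetic read; more negative B-score means stronger inhibition of depolarization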
TRPC4 act: activators of mouse TRPC4 channel. HEK293 TRPC4beta/mu-opioid, Fluo4 calcium fluorescence; stronger effect = higher value. Q9QUQ5. AID 2237. B-score at 10 µM. 310,000 compounds, 0.49% hits;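 active = B-score above 5 SD of library B-scores, and initial fluorescence ratio not above library mean plus 5 SD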;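 also: positive B-score marks a calcium rise read as TRPC4 activation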
Target sequence (Q9QUQ5 whole entry, looked up): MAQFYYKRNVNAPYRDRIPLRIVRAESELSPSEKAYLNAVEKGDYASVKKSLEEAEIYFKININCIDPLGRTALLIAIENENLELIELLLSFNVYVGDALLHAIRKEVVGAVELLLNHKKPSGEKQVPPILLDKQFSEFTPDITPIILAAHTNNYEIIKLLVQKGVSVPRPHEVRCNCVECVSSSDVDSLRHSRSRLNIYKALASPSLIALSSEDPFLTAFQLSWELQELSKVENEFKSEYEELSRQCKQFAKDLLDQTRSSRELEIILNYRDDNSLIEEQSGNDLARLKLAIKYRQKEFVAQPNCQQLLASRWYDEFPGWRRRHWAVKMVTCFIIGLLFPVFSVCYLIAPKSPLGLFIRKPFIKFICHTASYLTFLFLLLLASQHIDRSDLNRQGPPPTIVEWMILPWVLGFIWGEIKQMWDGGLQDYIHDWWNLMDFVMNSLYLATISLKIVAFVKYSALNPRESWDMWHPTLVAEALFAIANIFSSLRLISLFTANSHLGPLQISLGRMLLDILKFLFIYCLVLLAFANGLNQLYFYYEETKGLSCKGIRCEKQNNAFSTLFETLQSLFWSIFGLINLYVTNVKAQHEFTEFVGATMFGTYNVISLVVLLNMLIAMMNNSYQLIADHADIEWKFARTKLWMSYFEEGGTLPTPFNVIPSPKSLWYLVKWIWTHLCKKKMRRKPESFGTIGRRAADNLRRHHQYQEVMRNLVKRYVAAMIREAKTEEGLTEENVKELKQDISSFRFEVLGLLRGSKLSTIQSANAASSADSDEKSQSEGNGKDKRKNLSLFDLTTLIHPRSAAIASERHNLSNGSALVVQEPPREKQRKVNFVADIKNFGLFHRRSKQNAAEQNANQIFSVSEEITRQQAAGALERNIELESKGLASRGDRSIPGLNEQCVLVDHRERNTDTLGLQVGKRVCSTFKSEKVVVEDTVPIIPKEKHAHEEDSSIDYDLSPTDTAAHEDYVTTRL
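system = HEK293 cells stably co-expressing mouse TRPC4beta and mu-opioid receptor | schedule = Fluo4 dye loading 45 min at room temperature, 110 s recording | measure = B-scored integrated calcium fluorescence ratio | signal = Fluo4 calcium-sensitive dye fluorescence, kinetic, 1 Hz baseline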
MrgX1 ag: activates human MrgX1 receptor signaling | Q96LB2 | 310,000 compounds, 0.44% hits | B-score at 10 µM | MrgX1-HEK293 cells, Fluo-4 calcium fluorescence, agonist mode; stronger effect = higher value;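 active = calcium response B-score plate-corrected fluorescence ratio at least 3 library SD, with starting fluorescence B-score inside 5 SD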
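Test system: HEK293 cells stably expressing human MrgX1 receptor; Input: fifteen thousand cells per well; Dosing: compound delivered in addition one of three; Schedule: overnight seeding, then 1 h dark dye loading; Technique: Fluo-4 NW calcium fluorescence; Measure: B-scored fluorescence response ratio; Controls: positive and negative controls per plate.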
MrgX1 antag: antagonists of human MrgX1 receptor; Q96LB2; MRGX1-HEK293 calcium flux, Fluo-4, BAM8-22 antagonism; stronger effect = lower value; B-score at 10 µM; 310,000 compounds, 1.3% hits; AID 588676;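 active = calcium-response B-score plate-corrected more than 3 library SD below zero, starting fluorescence within 5 deviations, no agonist response on first addition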;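 also: peak minus trough fluorescence over baseline after final BAM8-22 challenge near maximal dose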
MrgX1 PAM: human MrgX1 positive allosteric modulation, primary screen. Q96LB2. MrgX1-HEK293, Fluo-4 calcium flux, FDSS; stronger effect = higher value. B-score at 10 µM. 310,000 compounds, 0.63% hits;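 active = plate-corrected calcium response at least 3 library SD above typical, normal starting fluorescence, not activating the receptor alone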;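 also: compound read alongside a low EC10 to EC30 dose of BAM8-22 agonist; peak minus trough fluorescence over baseline measured at the second addition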
TRPC6 act: activators of mouse TRPC6 channel; B-score at 10 µM; 310,000 compounds, 0.13% hits; HEK293-TRPC6 membrane potential dye fluorescence; stronger effect = higher value; Q61143;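 active = B-score of the integrated fluorescence ratio above library mean plus 3 SD, and starting fluorescence ratio within library mean plus 5 SD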;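 also: higher score means more depolarization so channel activation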
TMEM16A inh: inhibitors of mouse TMEM16A calcium-activated chloride channel; Q8BHY3; HEK293 TMEM16A/YFP iodide influx fluorescence, ionomycin; AID 588511; 310,000 compounds, 1.2% hits; normalized B-score (activity score, 25-100; higher = stronger inhibition) at 10 µM;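 active = ratio plate-corrected score three or more library SD toward inhibition, starting fluorescence score within five deviations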;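 also: score derived from kinetic fluorescence span divided by baseline fluorescence per well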
TRPC4 PAM: allosterically enhances the mouse TRPC4 cation channel; Q9QUQ5; HEK293 TRPC4beta/mu-opioid, DAMGO EC20, Fluo-4 Ca2+ flux; stronger effect = higher value; B-score at 10 µM; 310,000 compounds, 0.42% hits;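 active = B-score of calcium response area above 5 SD of library B-scores, with initial fluorescence ratio within 5 SD of library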;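 also: B-score of integrated fluorescence ratio over time as area under calcium response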
TRPC4 block: inhibitors of mouse TRPC4 channel; HEK293 TRPC4beta/mu-opioid, DAMGO-evoked Fluo4 calcium flux; stronger effect = lower value; B-score at 10 µM; 300,000 compounds, 0.39% hits;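 active = B-score over 3 SD under the library average, no early fluorescence shift, positive overall ratio signal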
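Assay system: HEK293 cells with stable TRPC4beta plus mu-opioid receptor expression. Dosing: single dose. Measured by: Fluo4 Ca2+ flux fluorescence. Also added: DAMGO in two steps, submaximal then maximal. Read-out: B score from integrated Fluo4 fluorescence ratio.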
Active calls of the source: *; i = inactive; nt = not tested or not shown.

SMILES | SKKanGAS inh | TMEM16A act | TRPC6 inhibitor | TRPC4 act | MrgX1 ag | MrgX1 antag | MrgX1 PAM | TRPC6 act | TMEM16A inh | TRPC4 PAM | TRPC4 block
COc1ccc(CC(=O)N2CCN(C(=O)c3ccco3)CC2)cc1 | 3 | i | i | i | i | i | i | i | i | i | i
FC(F)Sc1nc2ccccc2[nH]1 | -6 | i | i | i | i | i | i | i | i | i | i
OCCC1CN(Cc2c(F)cccc2Cl)CCN1C1CCCC1 (configuration not stated) | -4 | i | i | i | i | i | i | i | i | i | i
COCCN(C(=O)CCC(=O)Nc1ccccn1)C(C(=O)NC(C)(C)C)c1ccc(OC)cc1 (configuration not stated) | 3 | i | i | i | i | i | i | i | i | i | i
Cc1c(Cl)cccc1NC(=S)N(Cc1ccco1)C(C)c1ccccn1 (configuration not stated) | -5 | i | i | i | i | i | i | i | i | i | i
O=C(CCCN1C(=O)CCC1=O)Nc1ccc2c(c1)OCCO2 | -2 | i | i | i | i | i | i | i | i | i | i
CCc1ccc(-n2c(C)n[nH]c2=S)cc1 | -2 | i | i | i | i | i | i | i | i | i | i
N/C(=N\OC(=O)c1ccc(Cl)c([N+](=O)[O-])c1)c1ccccn1 | 3 | i | i | i | i | i | i | i | i | i | i
CC(C(=O)N1CCOCC1)N1C(=O)c2ccccc2C1=O (configuration not stated) | 1 | i | i | i | i | i | i | i | i | i | i
COc1ccc(OCC(=O)Nc2ccc3c(c2)nc2n3CCSC2)cc1 | -11 | i | i | i | i | i | i | i | i | i | i
O=C(Nc1nnc(-c2ccccc2SCc2ccccc2F)s1)Nc1ccccc1F | -8 | i | i | i | i | i | i | i | i | i | i
O=C(NCCn1cc(SCc2ccccc2F)c2ccccc21)c1c(F)cccc1F | 10 | i | i | i | i | i | i | i | i | i | i
O=C(CCC1CCCNC1)c1ccccc1 (configuration not stated) | -1 | nt | i | i | i | i | i | i | i | i | i
C=CCOc1ccc(CNn2cn[nH]c2=S)cc1OC | 10 | i | i | i | i | i | i | i | i | i | i
CSc1cccc(NC(=O)COc2ccccc2)c1 | nt | i | nt | nt | i | i | i | nt | i | nt | nt
COC(=O)c1ccc(NC(=O)Nc2ccc(F)cc2F)cc1 | 0 | i | i | i | i | i | i | i | i | i | i
Cn1c(=O)c2[nH]c(-c3ccccc3Cl)c(O)c2n(C)c1=O | 7 | i | i | i | i | i | i | i | i | i | i
CC(=O)Nc1cccc(OCc2ccc(F)cc2)c1 | -6 | i | i | i | i | i | i | i | i | i | i
CCOc1ccccc1C(=O)NCC(=O)NC(C)c1ccc(-n2ccnc2)cc1 (configuration not stated) | 8 | i | i | i | i | i | i | i | i | i | i
O=C(CC12CC3CC(CC(Br)(C3)C1)C2)Nc1nncs1 | -8 | i | i | i | i | i | i | i | i | i | i
O=C(COC(=O)/C=C/c1ccc(C(F)(F)F)cc1)NC1CCS(=O)(=O)C1 (configuration not stated) | -6 | i | i | i | i | i | i | i | i | i | i
COc1ccc2c3c(cccc13)C(=O)N(O)C2=O | 8 | i | i | i | i | i | i | i | i | i | i
Cc1cc(=O)n2nc(N3CCC(C(=O)NC(C)c4ccccc4)CC3)sc2n1 (configuration not stated) | -22 | i | i | i | i | i | i | i | i | i | i
Cc1cc(C(=O)NC2CCCc3c2cnn3-c2ccc(C)c(C)c2)n(C)n1 (configuration not stated) | 7 | i | i | i | i | i | i | i | i | i | i
O=C1NC(=O)C(c2ccc(F)cc2)N1 (configuration not stated) | -1 | i | i | i | i | i | i | i | i | i | i
COc1ccc(N(C(=O)c2snc(C(N)=O)c2N)C(C(=O)NCc2ccc(F)cc2)c2ccc(O)cc2)cc1 (configuration not stated) | 19 | i | i | i | i | i | i | i | i | i | i
CCCCCCCCCCCC1=C(O)C(=O)C=C(O)C1=O | 102* | i | i | i | i | i | i | i | i | i | i
COc1ccc(N2CCN(C(=O)CSc3nnc4c5cc(C)ccc5n(C)c4n3)CC2)cc1 | 12 | i | i | i | i | i | i | i | i | i | i
O=C(CCc1ccc(S(=O)(=O)N2CCOCC2)cc1)N1CCCC1 | 0 | i | i | i | i | i | i | i | i | i | i
O=C(COC(=O)c1ccc(Cl)c(S(=O)(=O)N2CCc3ccccc3C2)c1)Nc1ncc(Cl)cc1Cl | 15 | i | i | i | i | i | i | i | i | i | i
Cc1ccccc1NC(=S)NC12CN3CN(CN(C3)C1)C2 | -4 | i | i | i | i | i | i | i | i | i | i
CCCCN(C)CCCNC(=O)c1cc(-c2cccs2)nc2ccccc12 | -1 | i | -6.6* | i | i | i | i | i | i | i | i
C/C(=N\NC(=O)C(=O)Nc1ccc(C)c(Cl)c1)c1ccncc1 | -6 | i | i | i | i | i | i | i | i | i | i
c1ccc2[nH]c(CN3CCN(c4ncnc5c4oc4ccccc45)CC3)nc2c1 | nt | i | nt | nt | i | -6.4* | i | nt | i | nt | nt
CN1C(=O)C2(C(C#N)=C(N)Oc3n[nH]c(-c4ccc(Cl)cc4)c32)c2ccccc21 (configuration not stated) | 1 | i | i | i | i | i | i | i | i | i | i
Cc1c(NC(=O)c2cc(C(C)C)on2)c(=O)n(-c2ccccc2)n1C | 3 | i | i | i | i | i | i | i | i | i | i
CCN1CNC(=S)N(c2cc(C)ccc2C)C1 | -14 | i | i | i | i | -5.8* | i | i | i | i | i
Cc1ccc(-c2cc3onc(-c4ccccc4)c3c(=O)n2C)cc1 | nt | i | nt | nt | i | i | 21* | nt | i | nt | nt
COc1ccc(CCNC(=O)CSc2nc3[nH]ncc3c(=O)n2-c2cccc(C(F)(F)F)c2)cc1OC | -2 | i | i | i | i | i | i | i | i | i | i
COc1ccc(OC)c(-n2c(=S)[nH]c3cc(C(=O)N4CCN(c5ccccc5)CC4)ccc3c2=O)c1 | 16 | i | i | i | i | i | i | i | i | i | i
O=C(CSc1n[nH]c(-c2cccnc2)n1)Nc1ccc([N+](=O)[O-])cc1Br | -2 | i | i | i | i | i | i | i | i | i | i
N#Cc1cccc(NC(=O)COC(=O)C2CCC2)c1 | -2 | i | i | i | i | i | i | i | i | i | i
O=C(CSc1n[nH]c(=O)n1C1CC1)N1N=C(c2ccc(Cl)cc2)CC1c1ccco1 (configuration not stated) | -1 | i | i | i | i | i | i | i | i | i | i
COc1ccc(CC(NC(C)=O)C(=O)NC2CCN(c3nnnn3-c3ccccc3)CC2)cc1 (configuration not stated) | -2 | i | i | i | i | i | i | i | i | i | i
COc1ccc(NC(=O)c2cc(C)nn2-c2ccccc2)cc1 | -1 | i | i | i | i | i | i | i | i | i | i
Cc1ccc(OCCC(=O)OCC(=O)NNC(=O)c2ccccc2)cc1 | -10 | i | i | i | i | i | i | i | i | i | i
COc1ccc(C(=O)NC(C(=O)NCCc2ccc3c(c2)OCCO3)C(C)C)cc1 (configuration not stated) | 1 | i | i | i | i | i | i | i | i | i | i
Cc1ccc(-c2nnn(CC(=O)N3CCCCC3)n2)cc1 | -2 | i | i | i | i | i | i | i | i | i | i

3 entries out of the list, arranged by SMILES length, ascending.
SMILES | SKKanGAS inh | TMEM16A act | TRPC6 inhibitor | TRPC4 act | MrgX1 ag | MrgX1 antag | MrgX1 PAM | TRPC6 act | TMEM16A inh | TRPC4 PAM | TRPC4 block
C=CCOc1ccc(CNn2cn[nH]c2=S)cc1OC | 10 | i | i | i | i | i | i | i | i | i | i
COc1ccc2c3c(cccc13)C(=O)N(O)C2=O | 8 | i | i | i | i | i | i | i | i | i | i
Cc1ccc(-c2cc3onc(-c4ccccc4)c3c(=O)n2C)cc1 | nt | i | nt | nt | i | i | 21* | nt | i | nt | nt

Remaining list, next part:
SMILES | SKKanGAS inh | TMEM16A act | TRPC6 inhibitor | TRPC4 act | MrgX1 ag | MrgX1 antag | MrgX1 PAM | TRPC6 act | TMEM16A inh | TRPC4 PAM | TRPC4 block
CSc1ccccc1C(=O)Nc1ccc2c(c1)CCC2 | 3 | i | i | i | i | i | i | i | i | i | i
COc1ccc(N2CCN(C(=O)c3ccc(Cl)c(S(=O)(=O)N4CCCC4)c3)CC2)cc1 | -4 | i | i | i | i | i | i | i | i | i | i
COc1ccc(CN2C(=O)c3cccnc3C2=O)cc1S(=O)(=O)NCc1ccc(C)o1 | 7 | i | i | i | i | i | i | i | i | i | i
COc1ccccc1/C=C1\SC(=O)N(CCC(=O)NNC(=O)c2ccccc2Cl)C1=O | 6 | i | i | i | i | i | i | i | i | i | i
COC(=O)c1sc2cc(C(F)(F)F)cnc2c1-c1cccnc1 | 10 | i | i | i | i | i | i | i | i | i | i
Cc1c(Cl)cccc1Nc1nc(N)nc(CSc2nc3ccccc3s2)n1 | 33 | i | i | i | i | i | i | i | i | i | i
COc1ccc(CNCC2COc3ccccc3O2)cc1 (configuration not stated) | -14 | i | i | i | i | i | i | i | i | i | i
Cc1cc2c(cc1C)NC1=C(N2)OC(c2cccc(O)c2)C1=O (configuration not stated) | -6 | i | i | i | i | i | i | i | i | i | i
COc1cc(NC(=O)c2ccccc2Cl)c(OC)cc1NC(=O)CN1CCCCC1 | 2 | i | i | i | i | i | i | i | i | i | i
CC(O)[C@H]1CNCCN1CCc1cccc(F)c1 (some centres not stated) | 2 | -15* | i | i | i | i | i | i | i | i | i
CCCCn1c(N)c(N(CCOC)C(=O)c2ccco2)c(=O)[nH]c1=O | -3 | i | i | i | i | i | i | i | i | i | i
Cc1cc(OCC(=O)NC2CC(C)(C)NC(C)(C)C2)c2c(C)cc(=O)oc2c1 | -1 | i | i | i | i | i | i | i | i | i | i
CC(C)c1nccn1CCC(=O)O | 0 | i | i | i | i | i | i | i | i | i | i
O=C(Nc1ccc(Cl)cc1)N(Cc1nnc2n1CCCCC2)c1ccccc1 | -3 | i | i | i | i | i | i | i | i | i | i
CC(NC(=O)c1ccccc1)c1nnc(SCC(=O)NC2=NCCS2)n1C (configuration not stated) | 0 | i | i | i | i | i | i | i | i | i | i

High-throughput results as filed in PubChem BioAssay.
